Screens as filed in PubChem BioAssay.
NOD1 NF-kB reporter – inhibition of NOD1-driven NF-kB reporter – cell-based, luminescence, uHTS, primary screen (AID 1578). inhibition, % at 4 µM; hits with a dose series show EC50 in µM. NOD1-driven NF-kB luciferase reporter cells, luminescence; higher % means a stronger effect. 290,000 tested, 1% active; in the data active means inhibition mostly above about 36%, no sharp cut-off; inactive means mostly below about 34%;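 further: HEK-293T reporter cells stimulated with the NOD1 agonist gamma-tri-DAP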
HIV fusion peptide – cell-free HIV fusion peptide-binding blockers – biochemical, uHTS, fluorescence dequenching, primary screen (AID 1986); 290,000 tested, 0.3% active; one-dose inhibition, % at 20 µM; IC50 in µM for titrated hits; cell-free peptide binding, fluorescence dequenching, 30 min; higher % means a stronger effect; in the data active means inhibition mostly above about 52%, no sharp cut-off; inactive means mostly below about 76%; further: some results filed as inactive read as strong as hits
KOR beta-arrestin-1 – kappa opioid receptor activators – cell-based, luminescence, uHTS, primary screen (AID 1777); KOR beta-arrestin recruitment, luminescence; higher % means a stronger effect; activation, % at 10 µM; hits with a dose series show EC50 in µM; 280,000 tested, 0.02% active; in the data active means activation above about 50%, passing the limit was not always enough; further: a part of the inactive calls stands beside numbers as strong as those of hits
MgcRacGAP inhibition – MgcRacGAP GTPase-activating activity inhibitors, confirmation, biochemical, ADP Hunter fluorescence; 340,000 tested, 0.6% active; MgcRacGAP-stimulated Rac1 GTP hydrolysis, ADP Hunter fluorescence; higher % means a stronger effect; GST-tagged Rac1 F28L mutant substrate; inhibition, % at 30 µM, or IC50 in µM where a hit was titrated;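 active means first-screen hits whose inhibition reached a set limit at any dose in the follow-up dose series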;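 further: fluorescence reports GDP produced by GAP-driven GTP hydrolysis; strong numbers were not always called active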
KOR beta-arrestin-2 – KOR antagonists, beta-arrestin recruitment, cell-based, luminescence, uHTS (AID 1778). 290,000 tested, 0.091% active. inhibition, % at 10 µM; hits with a dose series show IC50 in µM. KOR beta-arrestin recruitment, luminescence, antagonist mode; higher % means a stronger effect; further: strong numbers were not always called active
GPR55 LPI antagonism – inhibition of LPI-stimulated GPR55 beta-arrestin translocation – imaging, U2OS, beta-arrestin-GFP, LPI agonist, primary screen (AID 2013). inhibition, % at 10 µM; hits with a dose series show IC50 in µM. 290,000 tested, 0.13% active. U2OS GPR55 beta-arrestin-GFP translocation imaging, LPI antagonism; higher % means a stronger effect;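 active means spots per cell inhibited over 60%, with over 100 cells counted and total cytoplasm intensity under 500,000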;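 further: U2OS cells stably carrying GPR55 and arrestin-GFP stimulated by 5 µM LPI near EC80; imaged beta-arrestin-GFP aggregate spots per cell after agonist stimulation; plate controls were LPI-stimulated DMSO wells for no effect and DMSO wells without LPI for full effect; some results filed as inactive read as strong as hits; confirmed hits need IC50 under 10 µM and bright autofluorescent wells are also inconclusive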
GPR55 beta-arrestin – GPR55 agonists via beta-arrestin recruitment, primary screen, imaging, U2OS cells, beta-arrestin-GFP redistribution (AID 1961) | U2OS GPR55 beta-arrestin-GFP redistribution imaging; higher % means a stronger effect | activation, % at 10 µM, or EC50 in µM where a hit was titrated | 290,000 tested, 0.048% active;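 active means activation above 40% with more than 50 cells counted in the well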;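 further: U2OS osteosarcoma cells stably expressing GPR55 and beta-arrestin-GFP; plate controls were DMSO negative control for no effect and LPI positive control for full effect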
HEK293 NOD2/NF-kB – NOD2 signaling inhibitors, cell-based, luminescence, uHTS, HEK293 (AID 1566); HEK293 NOD2/NF-kB luciferase reporter, luminescence; higher % means a stronger effect; 290,000 tested, 0.63% active; inhibition, % at 4 µM; hits with a dose series show EC50 in µM; further: many of its hits are not listed in these tables
Large T inhibition – SV40 large T antigen inhibitors, biochemical (AID 1903); SV40 large T antigen ATPase/helicase inhibition assay; higher % means a stronger effect; inhibition, % at 20 µM; hits with a dose series show IC50 in µM; 310,000 tested, 0.39% active; in the data active means a potency from the dose series; further: strong numbers were not always called active
An asterisk follows results filed as active; [ ] = dose if it differs, or a comment. Unless noted, no stated cut-off is given here; in the data, active means inhibition above about 50%; inactive means the rest. Only part of the results is shown; rates above refer to the full screens.

Screening O=C(COC(=O)C1=COCCO1)NC1CCCCCCC1 returned NOD1 NF-kB reporter -38%, HIV fusion peptide 0.6%, KOR beta-arrestin-1 -4.2%, MgcRacGAP inhibition 3%, KOR beta-arrestin-2 5%, GPR55 LPI antagonism -2%, GPR55 beta-arrestin -0.8%, HEK293 NOD2/NF-kB 5% and Large T inhibition 4%.
O=C(CSc1nncn1-c1ccccn1)Nc1cccc(Cl)c1 was read as NOD1 NF-kB reporter -38%, HIV fusion peptide 2.4%, KOR beta-arrestin-1 3.3%, MgcRacGAP inhibition 2%, KOR beta-arrestin-2 -10%, GPR55 LPI antagonism -7%, GPR55 beta-arrestin -0.1%, HEK293 NOD2/NF-kB 6% and Large T inhibition 6%.
CCCSc1nc(C)nc2c1c(=O)n(C)c(=O)n2C was read as NOD1 NF-kB reporter 5%, HIV fusion peptide 0.1%, KOR beta-arrestin-1 -3.6%, KOR beta-arrestin-2 -14%, GPR55 LPI antagonism 0%, GPR55 beta-arrestin 0.9%, HEK293 NOD2/NF-kB 6% and Large T inhibition -1%.
For COc1ccccc1N1CCN(C(=O)CSc2nc3ncnc(N)c3[nH]2)CC1 the results were NOD1 NF-kB reporter -21%, HIV fusion peptide -0.3%, KOR beta-arrestin-1 -0.6%, MgcRacGAP inhibition 11%, KOR beta-arrestin-2 8%, GPR55 LPI antagonism 9%, GPR55 beta-arrestin 0.3%, HEK293 NOD2/NF-kB 0% and Large T inhibition 4%.
For CCc1ccc(-c2nnn(CCC(=O)OC)n2)cc1 the results were NOD1 NF-kB reporter 49%, HIV fusion peptide -3.5%, KOR beta-arrestin-1 2.1%, MgcRacGAP inhibition -5%, KOR beta-arrestin-2 16%, GPR55 LPI antagonism 5%, GPR55 beta-arrestin -0.2%, HEK293 NOD2/NF-kB 54%* and Large T inhibition 8%.
`COC1(OC)C(/C=C/c2ccc(Cl)cc2)C(C#N)(C#N)C1(OC)OC` (stereo not drawn) gave NOD1 NF-kB reporter 63%*, HIV fusion peptide 1.9%, KOR beta-arrestin-1 0.1%, MgcRacGAP inhibition 12%, KOR beta-arrestin-2 -24%, GPR55 LPI antagonism 9%, GPR55 beta-arrestin -0.4%, HEK293 NOD2/NF-kB 0% and Large T inhibition 26%.
For COc1cccc2cc(/C(=N/O)c3ccc(Br)cc3)oc12 the results were NOD1 NF-kB reporter -17%, HIV fusion peptide -0.8%, KOR beta-arrestin-1 -1.1%, MgcRacGAP inhibition 7%, KOR beta-arrestin-2 -24%, GPR55 LPI antagonism 16%, GPR55 beta-arrestin -0.2%, HEK293 NOD2/NF-kB -12% and Large T inhibition 6%.
Screening Cc1cc(NC(=O)CSc2nnc(-c3ccco3)n2Cc2ccccc2)no1 returned NOD1 NF-kB reporter -13%, HIV fusion peptide -0.3%, KOR beta-arrestin-1 -3.1%, MgcRacGAP inhibition 6%, KOR beta-arrestin-2 -14%, GPR55 LPI antagonism -6%, GPR55 beta-arrestin -0.4%, HEK293 NOD2/NF-kB 4% and Large T inhibition 5%.
For C[N+]1(CC(=O)OC2CCCCCCCCCCC2)CCCC1 the results were NOD1 NF-kB reporter -26%, HIV fusion peptide -2.3%, KOR beta-arrestin-1 0.0%, MgcRacGAP inhibition 3%, KOR beta-arrestin-2 22%, GPR55 LPI antagonism 1%, GPR55 beta-arrestin -0.5%, HEK293 NOD2/NF-kB 26% and Large T inhibition 2%.
Screening COc1ccc(CCn2c(=N)c(C(=O)NCC3CCCO3)cc3c(=O)n4cccc(C)c4nc32)cc1OC (stereo not drawn) returned NOD1 NF-kB reporter -13%, HIV fusion peptide -2.2%, KOR beta-arrestin-1 3.6%, MgcRacGAP inhibition 6%, KOR beta-arrestin-2 -27%, GPR55 LPI antagonism 13%, GPR55 beta-arrestin 0.3%, HEK293 NOD2/NF-kB 37% and Large T inhibition 12%.
O=C(Nc1ccc2c(c1)nc1n2CCOC1)c1ccco1 was read as NOD1 NF-kB reporter -35%, HIV fusion peptide -0.9%, KOR beta-arrestin-1 -2.8%, MgcRacGAP inhibition 5%, KOR beta-arrestin-2 -12%, GPR55 LPI antagonism 0%, GPR55 beta-arrestin 0.2%, HEK293 NOD2/NF-kB -31% and Large T inhibition 2%.
For CCCCNC(=S)N/N=C/c1cc(C)ccc1C the results were NOD1 NF-kB reporter -10%, HIV fusion peptide 0.0%, KOR beta-arrestin-1 -1.4%, MgcRacGAP inhibition 1%, KOR beta-arrestin-2 -39%, GPR55 LPI antagonism 3%, GPR55 beta-arrestin 0.7%, HEK293 NOD2/NF-kB 1% and Large T inhibition 2%.
For CN(C)c1ccc(/C=C(\C#N)C(=O)c2ccccc2)cc1 the results were NOD1 NF-kB reporter -2%, HIV fusion peptide 164%, KOR beta-arrestin-1 -2.1%, MgcRacGAP inhibition 0%, KOR beta-arrestin-2 5%, GPR55 LPI antagonism 9%, GPR55 beta-arrestin 0.0%, HEK293 NOD2/NF-kB 24% and Large T inhibition 5%.
COC(=O)CSc1nnc(-c2cccnc2)n1-c1cccc(OC)c1 was read as NOD1 NF-kB reporter 14%, HIV fusion peptide 0.5%, KOR beta-arrestin-1 13%, MgcRacGAP inhibition 10%, KOR beta-arrestin-2 13%, GPR55 LPI antagonism -1%, GPR55 beta-arrestin 0.2%, HEK293 NOD2/NF-kB -9% and Large T inhibition 17%.
Screening O=C(CCNC(=O)c1ccco1)Nc1ccc(Cl)cc1 returned NOD1 NF-kB reporter -42%, HIV fusion peptide 2.8%, KOR beta-arrestin-1 -2.9%, MgcRacGAP inhibition -1%, KOR beta-arrestin-2 23%, GPR55 LPI antagonism 4%, GPR55 beta-arrestin 0.1%, HEK293 NOD2/NF-kB -2% and Large T inhibition -2%.
Cc1c(NC(=O)COc2ncnc3c(Cl)cc(Cl)cc23)c(=O)n(-c2ccccc2)n1C was read as NOD1 NF-kB reporter -1%, HIV fusion peptide -2.0%, KOR beta-arrestin-1 3.9%, MgcRacGAP inhibition 0%, KOR beta-arrestin-2 2%, GPR55 LPI antagonism 5%, GPR55 beta-arrestin 0.2%, HEK293 NOD2/NF-kB 5% and Large T inhibition -2%.
`CCC(=O)N1N=C(c2c(-c3ccccc3)c3cc(Cl)ccc3[nH]c2=O)CC1c1ccco1` (stereo not drawn) gave NOD1 NF-kB reporter 51%, HIV fusion peptide 0.8%, KOR beta-arrestin-1 7.2%, MgcRacGAP inhibition 6%, KOR beta-arrestin-2 -5%, GPR55 LPI antagonism 7%, GPR55 beta-arrestin 0.4%, HEK293 NOD2/NF-kB 10% and Large T inhibition 7%.
For Cc1ccc(N2CCN(CC(O)COC3CCCCC3)CC2)cc1 (stereo not drawn) the results were NOD1 NF-kB reporter -8%, HIV fusion peptide -1.4%, KOR beta-arrestin-1 3.3%, MgcRacGAP inhibition 12%, KOR beta-arrestin-2 -22%, GPR55 LPI antagonism 1%, GPR55 beta-arrestin -0.1%, HEK293 NOD2/NF-kB -9% and Large T inhibition 7%.
Screening COc1cccc(C2C(C(N)=O)=C(C)Nc3nc(-c4cccc(Cl)c4)nn32)c1 (stereo not drawn) returned NOD1 NF-kB reporter -16%, HIV fusion peptide 1.2%, KOR beta-arrestin-1 -0.9%, MgcRacGAP inhibition 7%, KOR beta-arrestin-2 -2%, GPR55 LPI antagonism 6%, GPR55 beta-arrestin -0.1%, HEK293 NOD2/NF-kB -5% and Large T inhibition 3%.
For CC(C)=CCCC(C)CN1CCC(N2CCC(C(=O)NC(C)C)CC2)CC1 (stereo not drawn) the results were NOD1 NF-kB reporter -5%, HIV fusion peptide 1.7%, KOR beta-arrestin-1 -0.3%, MgcRacGAP inhibition 5%, KOR beta-arrestin-2 -7%, GPR55 LPI antagonism -4%, GPR55 beta-arrestin -0.3%, HEK293 NOD2/NF-kB -6% and Large T inhibition 17%.
Screening C[N+]1(CC(=O)NNc2c3ccccc3nc3ccccc23)CCOCC1 returned NOD1 NF-kB reporter -41%, HIV fusion peptide 0.2%, KOR beta-arrestin-1 -5.8%, KOR beta-arrestin-2 -10%, GPR55 LPI antagonism 14%, GPR55 beta-arrestin -0.1%, HEK293 NOD2/NF-kB 1% and Large T inhibition 28%.
`Cc1c2cnn(CC(=O)NCCN3CCOCC3)c(=O)c2c(C)n1Cc1ccccc1` gave NOD1 NF-kB reporter 9%, HIV fusion peptide 2.4%, KOR beta-arrestin-1 0.8%, MgcRacGAP inhibition 4%, KOR beta-arrestin-2 -9%[20 µM], GPR55 LPI antagonism -2%, GPR55 beta-arrestin 1.0%, HEK293 NOD2/NF-kB 10% and Large T inhibition 3%.
CC(=O)C1(O)C(C)CC2C3CCC4CC(O)CCC4(C)C3=CCC21C (stereo not drawn) was read as NOD1 NF-kB reporter -8%, HIV fusion peptide -0.7%, KOR beta-arrestin-1 5.2%, MgcRacGAP inhibition 5%, KOR beta-arrestin-2 14%, GPR55 LPI antagonism -1%, GPR55 beta-arrestin 0.2%, HEK293 NOD2/NF-kB -10% and Large T inhibition 16%.
Screening Cc1ccc(NC(=S)NNC(=O)c2ccc(N3CCOCC3)c([N+](=O)[O-])c2)cc1C returned NOD1 NF-kB reporter -2%, HIV fusion peptide 3.1%, KOR beta-arrestin-1 1.9%, MgcRacGAP inhibition 6%, KOR beta-arrestin-2 -24%, GPR55 LPI antagonism 6%, GPR55 beta-arrestin 0.2%, HEK293 NOD2/NF-kB 27% and Large T inhibition 23%.
Screening COc1ccc(S(=O)(=O)N2CCC(c3nc4ccccc4[nH]3)CC2)cc1 returned NOD1 NF-kB reporter 8%, HIV fusion peptide 0.0%, KOR beta-arrestin-1 5.0%, MgcRacGAP inhibition 7%, KOR beta-arrestin-2 -17%, GPR55 LPI antagonism -16%, GPR55 beta-arrestin 0.3%, HEK293 NOD2/NF-kB -10% and Large T inhibition 4%.
`O=C(Nc1ccc(S(=O)(=O)NCc2ccco2)cc1)c1ccc(F)cc1` gave NOD1 NF-kB reporter 24%, HIV fusion peptide 0.8%, KOR beta-arrestin-1 1.1%, MgcRacGAP inhibition 1%, KOR beta-arrestin-2 -20%, GPR55 LPI antagonism -3%, GPR55 beta-arrestin 0.3%, HEK293 NOD2/NF-kB 28% and Large T inhibition 3%.
Screening CC(C)N1CCC(NC(=O)Nc2ccccc2)CC1 returned NOD1 NF-kB reporter -20%, HIV fusion peptide -1.0%, KOR beta-arrestin-1 -5.5%, MgcRacGAP inhibition -14%, KOR beta-arrestin-2 18%[20 µM], GPR55 LPI antagonism 5%, GPR55 beta-arrestin -0.1%, HEK293 NOD2/NF-kB -2% and Large T inhibition 3%.
